# HUVEC tox TNFa = toxic to HUVEC cells under TNF alpha stimulation; HUVEC TNFalpha-stimulated, Hoechst cell count, imaging; cell count reduction, % at 2 µM; hit rate 0.17% among 93,000; AID 848;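 active = cell count reduction exceeding the screen mean by over 5 SD, scaled to untreated wells per plate, cut at about 78% in these data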;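 note: cells counted after 24 h of TNF alpha exposure following the 1 h pretreatment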
# FAK inh = inhibitors of human focal adhesion kinase. hit rate 0.84% among 97,000. inhibition, %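 (tested at 7 µM)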. biochemical FAK kinase activity assay. AID 727; in the data active = inhibition above about 19%;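 note: 0% = DMSO and 100% = reference compound high control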
# LYP inh 2 = blocks human PTPN22 phosphatase activity; hit rate 0.21% among 96,000; Q9Y2R2; inhibition, % at 2 µM; recombinant LYP catalytic domain, DiFMUP fluorescence;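 active = inhibition at 2 µM at or above a set limit, the screen mean plus 3 SD, cut at about 24% in these data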;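 note: 0% = DMSO with enzyme and 100% = enzyme fully blocked by orthovanadate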
# IL1B cytotox = HUVEC cytotoxicity counter-screen, IL-1B stimulated. HUVEC cell count loss, Hoechst imaging. cell count reduction, % at 2 µM. hit rate 0.41% among 94,000;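 active = cell count reduction more than 3 SD above the screen-wide mean, cut at about 70% in these data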;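 note: normalized per plate to untreated control cells as the no-loss baseline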
# VCAM1 TNFa inh = reduces TNF alpha induced VCAM1 expression in HUVEC; inhibition, % at 2 µM; hit rate 0.48% among 95,000; HUVEC TNFa-induced VCAM-1 immunofluorescence, high-content imaging;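 active = inhibition above the batch mean plus 3 SD, with images confirmed as a hit by eye, cut at about 37% in these data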;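 note: 0% = TNF-stimulated DMSO wells and 100% = unstimulated control wells; not every result past the cut was called active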
# ERa coact inh = blocks coactivator binding to human estrogen receptor alpha; P03372; TR-FRET ER-alpha LBD / SRC-1 peptide, estradiol-bound; inhibition, % at 25.6 µM; hit rate 1.7% among 86,000; AID 629; in the data active = inhibition above about 50%;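 note: 0% = receptor plus peptide control and 100% = peptide only without receptor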
# Pyk2 oligo antag = Pyk2 (human) oligomerization antagonism. Q14289. Q293 cells, Pyk2 FERM NanoBiT luminescence; hits give low values. z-score (the deposit names both 25 µM and 10 µM). hit rate 0.83% among 99,000. AID 1347419;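 active = Z-score of -3 or lower, scaled per plate to the spread of control and sample wells; inactive = z-score above -3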;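 note: negative z-score means lost luminescence so less FERM oligomerization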
# Target sequence (Q14289 whole entry, looked up): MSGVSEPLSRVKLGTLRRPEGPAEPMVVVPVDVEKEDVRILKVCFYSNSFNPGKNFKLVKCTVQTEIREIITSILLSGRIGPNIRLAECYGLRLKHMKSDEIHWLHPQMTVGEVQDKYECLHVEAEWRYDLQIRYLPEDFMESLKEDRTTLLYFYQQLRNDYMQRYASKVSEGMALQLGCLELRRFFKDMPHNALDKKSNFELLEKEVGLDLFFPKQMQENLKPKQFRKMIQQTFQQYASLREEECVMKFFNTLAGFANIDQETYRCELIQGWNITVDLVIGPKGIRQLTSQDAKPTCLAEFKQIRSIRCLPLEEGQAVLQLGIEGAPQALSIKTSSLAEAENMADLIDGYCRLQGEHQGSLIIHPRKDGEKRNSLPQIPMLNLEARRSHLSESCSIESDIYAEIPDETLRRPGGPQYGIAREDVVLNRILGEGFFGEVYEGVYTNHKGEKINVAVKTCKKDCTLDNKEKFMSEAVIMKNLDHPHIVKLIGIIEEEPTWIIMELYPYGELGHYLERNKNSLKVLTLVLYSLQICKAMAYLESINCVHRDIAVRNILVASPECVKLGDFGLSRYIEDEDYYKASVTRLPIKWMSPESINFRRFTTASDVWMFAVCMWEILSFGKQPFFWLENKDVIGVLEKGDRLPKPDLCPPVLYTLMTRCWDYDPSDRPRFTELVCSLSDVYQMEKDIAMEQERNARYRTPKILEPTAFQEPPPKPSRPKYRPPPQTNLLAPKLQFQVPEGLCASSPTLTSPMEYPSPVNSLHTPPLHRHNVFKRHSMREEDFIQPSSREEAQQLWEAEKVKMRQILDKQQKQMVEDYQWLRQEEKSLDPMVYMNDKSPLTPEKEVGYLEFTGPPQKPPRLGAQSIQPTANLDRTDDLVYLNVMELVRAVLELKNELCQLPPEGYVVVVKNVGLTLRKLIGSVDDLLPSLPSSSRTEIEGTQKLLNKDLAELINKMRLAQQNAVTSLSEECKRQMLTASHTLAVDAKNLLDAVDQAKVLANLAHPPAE
# PTPN22 act = LYP (human) phosphatase activation; Q9Y2R2; recombinant LYP, DiFMUP fluorescence; 0 = plate median, 100 = signal doubled; activation, % at 2 µM; hit rate 0.11% among 96,000;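 active = activation at 2 µM above a set limit, the mean plus 5 SD, cut at about 37% in these data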
# cytoskel mod = cytoskeleton assembly modification; AID 836; HUVEC TNFa F-actin phalloidin imaging, high content; inhibition, % at 2 µM; hit rate 0.18% among 91,000;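 active = inhibition above the batch mean plus 3 SD and confirmed as a hit by visual image inspection, cut at about 30% in these data, passing the limit was not always enough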; note: strong numbers were not always called active
# The depositor's hits bear a star; / = not tested or not shown; [ ] = dose if it differs, or a comment.
SMILES,HUVEC tox TNFa,FAK inh,LYP inh 2,IL1B cytotox,VCAM1 TNFa inh,ERa coact inh,Pyk2 oligo antag,PTPN22 act,cytoskel mod
COCCN(C(=O)CNC(=O)c1ccco1)C(C(=O)NC1CCCCC1)c1cccs1 (configuration not stated),-17,1,2,1,5,-5[fluorescence artefact?],0.01,-4,-10
CCOC(=O)c1cnc2ccc(OCC)cc2c1N1CCN(c2ccccc2OC)CC1,-1,5,9,-17,28,0,-1.9,-9,-5
Cc1ccc(-c2ccc(OCC(=O)N3CCOCC3)cc2)cc1,-39,3,-1,-1,10,-25,0.14,3,25
CCN(CC)CCCNC(=O)Cc1c(C(=O)O)n(C)c2ccccc12,-8,-1,3,-22,1,-40,-0.59,-4,6
COc1cc(C2=NOC(C(=O)N3CCN(c4ccc(F)cc4)CC3)C2)cc(OC)c1OC (configuration not stated),-6,1,4,10,-11,3,0.21,-6,9
CCOC(=O)c1c(N)sc(C(=O)N(C)C)c1CN1CCOCC1,-10,-1,8,11,9,/,-0.27,-8,6
O=C(CSc1nc2ccccc2o1)N1CCN(c2ccc(Cl)cc2)CC1,4,-8,-8,-13,-7,3,2.6,3,2
COC(=O)c1ccc(N2CCCCC2)c(NS(=O)(=O)c2ccc(C)cc2)c1,-52,1,10,0,-10,1,-1.6,-7,/
NC(=O)CSc1nnc(-c2cccc(S(=O)(=O)N3CCOCC3)c2)n1C1CCCCCC1,-22,-1,6,-107,-4,10,0.45,-6,6
CC1CCC2(CC1)NC(=O)N(CC(=O)c1ccc[nH]1)C2=O (configuration not stated),-8,2,-12,1,25,75*,-0.6,14,10
Cc1ccc(S(=O)(=O)N2CCCC2C(=O)O)s1 (configuration not stated),-21,1,-14,-8,-20,/,-0.23,9,-6
Cc1ccc2nnc(Cl)n2n1,-32,-4,5,-26,0,0,0.24,-2,14
CC(=O)N(C(C)=O)c1ncc2c([nH]c3ccccc32)c1C#N,-30,6,-15,7,-13,20,0.54,10,15
O=C(NCc1ccccn1)c1cn(Cc2ccccc2)nn1,-21,1,7,3,4,-32,0.45,-8,6
CCN1CCN(CNC(=O)c2cnccn2)CC1,6,0,-3,8,3,2,-0.32,4,-2
COc1ccc(S(=O)(=O)N(C)CC(=O)Nc2cccc(C(C)=O)c2)cc1Cl,31,0,-5,16,17,0,0.05,2,-23
O=C1CCC([N+](=O)[O-])C(c2ccc(Cl)cc2Cl)N1 (configuration not stated),-6,-1,-4,-24,-1,-1,0.74,2,3
CN(C)c1ccc(P(=O)(OCc2ccccc2)C(O)c2ccncc2)cc1 (configuration not stated),-55,-7,-10,-7,1,2,1,11,-2
C/C(=C\c1ccccc1)CN1CCC(C(=O)N2CCC(C)CC2)CC1,-8,1,-3,-15,3,-7,0.41,1,-9
CCn1c(=O)c2c3c(sc2n2c(=S)[nH]nc12)CCC3,6,-1,-4,-4,7,-5,1.8,4,-2
O=C1c2ccccc2C(Nc2ccc3c(c2)OCCO3)N1c1ccc(Cl)cn1 (configuration not stated),7,0,12,-13,2,2,/,-13,-7
COc1c(Br)cc(Br)cc1/C=N/n1c(C)nnc1C,-23,3,-4,-8,-8,-1,0.45,4,9
Cn1c(Sc2ccc([N+](=O)[O-])cc2C(F)(F)F)nnc1-c1ccccc1,-19,-4,-5,-16,7,/,-0.45,8,7
CC(=O)c1cccc(NC(=O)CCS(=O)(=O)c2cccc3nsnc23)c1,-16,-1,4,16,3,1,0.33,-3,/
COC(=O)c1ccc(Oc2nc(Nc3ccccc3)nc(N(C)C)n2)cc1,-25,-1,2,18,12,-6,-1.2,-2,11
CCn1cc(C(=O)NCc2ccco2)c(=O)c2cc(S(=O)(=O)N3CCC(C)CC3)ccc21,-4,1,3,7,-5,9,-0.63,-5,-1
O=C(Nc1nc(-c2ccc(Cl)s2)cs1)c1ccncc1,-20,-4,-2,-14,-8,/,0.16,-2,-17
COc1ccc(N(C)S(=O)(=O)c2ccc3c(c2)CCC(=O)N3)cc1,-11,0,4,-119,7,14,-0.75,-5,-1
CCOC(=O)CN1C(=O)C(Sc2n[nH]c(-c3ccc(O)cc3)n2)CCc2ccccc21 (configuration not stated),-8,1,-12,0,-4,/,-1.5,7,-2
COc1ccc(-c2nc(C#N)c(NCc3cccnc3)o2)cc1OC,-1,6,4,-10,-4,-3,-0.82,-3,3
CC(=O)Nc1ccc(C(=O)OCc2ccc(Cl)cc2)cc1,-6,-1,-4,-44,-17,/,-0.81,3,-15
CC(C)C(NC(=O)C(c1ccccc1)c1ccccc1)c1nc2ccccc2[nH]1 (configuration not stated),-21,0,9,14,-27,/,-0.79,-7,20
CCn1ccc(C(=O)Nc2ccc(S(=O)(=O)Nc3ccccc3OC)cc2)n1,-7,1,-3,22,15,-3,/,5,-3
COc1ccc(S(=O)(=O)N(C(=O)C(C)C)c2ccc3oc(=O)sc3c2)cc1,3,-2,0,-18,9,1,-0.7,1,-11
CC(C(=O)NCCC1=CCCCC1)N1C(=O)c2ccccc2C1=O (configuration not stated),0,3,7,39,-2,-14,0.36,-7,-29
CNC(=O)c1ccccc1-c1ccccc1,11,6,-2,7,10,-1,-0.28,-3,-10
N/C(=N\OS(=O)(=O)c1ccc2ccccc2c1)c1ccncc1,20,-12,-7,-2,-1,1,0.78,11,-5
COc1ccccc1CC1(C)NC(=O)N(CC(=O)Nc2cc(C)on2)C1=O (configuration not stated),-6,-5,-1,-16,29,27,0.32,3,4
Cc1ccc2nc(-c3ccncc3)cc(-c3ccccc3)c2c1,/,-1,18,12,-15,/,-0.65,-15,-2
COc1cccc(C2CC(=O)NC3=C2C(=O)CCC3)c1 (configuration not stated),-27,-4,-6,-27,-6,9[fluorescence artefact?],0.38,5,18
COC(=O)[C@H](CCSC)NC(=O)Nc1ccc(OC)c(Cl)c1,-27,9,-7,30,3,-19,0.4,5,-3
CCOCc1nnc(NC(=O)c2c(OC)cccc2OC)s1,50,1,-7,7,15,0,-1.1,4,-9
Cc1cccc(-n2ccnc2SCC(=O)Nc2nccs2)c1,-23,3,8,-9,-4,-2,-0.76,-6,15
CCN(CC)c1ccc(C=N/C(C#N)=C(\N)C#N)cc1,-9,5,7,-2,7,-4,-1.2,-10,-11
CCCOc1ccc(N2C(=O)C3C(C(C)C)NC4(C(=O)c5ccccc5C4=O)C3C2=O)cc1 (configuration not stated),-7,-4,10,-12,1,-1,1.6,-12,15
CC(O)C(O)C(O)C(O)C1NCCS1 (configuration not stated),-40,-5,-9,-43,5,0,-0.04,6,-19
Cn1c(SCC(N)=O)nnc1C1CCN(S(=O)(=O)c2ccccc2C(F)(F)F)CC1,-10,-2,1,-19,-3,-4,0.85,-6,-4
COc1ccc(N2CC(C(=O)NCCCN3CCOCC3)CC2=O)cc1 (configuration not stated),-31,2,-6,11,-10,-15,1.6,4,-11
COc1cc(/C=C(/C#N)c2nc3ccccc3[nH]2)ccc1OCc1ccc(C(=O)O)o1,-1,5,0,13,4,/,-1.2,2,-9
S=C(Nc1ccc2snnc2c1)N1CCN(c2ccccn2)CC1,7,0,-11,1,-33,/,2.3,8,-38
O=C(CSCc1ccccc1)N1CCc2ccccc21,-11,-2,-6,-25,-8,2,-0.04,6,/
CCOC(=O)c1c(NC(C)=O)sc2c1CCC(C=O)=C2Sc1ccccc1,-14,-2,5,-12,-2,-4[fluorescence artefact?],-3.5*,-5,3
O=C(CCn1c(=O)c2sccc2n(CC(=O)OCc2ccccc2)c1=O)NCc1ccccc1,-16,-1,6,-7,-4,0,0.46,-5,18
NC(=S)N/N=C/c1cc([N+](=O)[O-])ccc1OCCOc1ccccc1,2,-1,6,-16,-14,8,0.47,-4,26
COc1cccc(-n2nnc3c(=O)n(Cc4ccc(Cl)cc4)cnc32)c1,-20,1,1,3,-18,25,-0.25,-3,25
COc1ccc(-n2c(COc3ccc(C)cc3)nnc2SCC(N)=O)cc1,-15,0,-1,12,7,-9,0.04,-2,3
Cc1cc(C(=O)OCC(=O)N2CCCC2)c2ccccc2n1,4,-1,7,10,-12,0,0.04,-6,8
CC(=O)c1cccc(NC(=O)c2ccco2)c1,2,2,0,-13,-53,5,-0.19,-3,-22
CNS(=O)(=O)c1cc(OCC(N)=O)c(C)cc1Cl,11,-2,1,45,26,0[fluorescence artefact?],1.5,-1,-13
Cc1nn(-c2ccccc2)c(Cl)c1C(=O)NCC(C)C,1,0,3,5,11,2,0.72,-1,2

# (further entries)
SMILES,HUVEC tox TNFa,FAK inh,LYP inh 2,IL1B cytotox,VCAM1 TNFa inh,ERa coact inh,Pyk2 oligo antag,PTPN22 act,cytoskel mod
CCCn1c(Nc2ccccc2C)nc2ccccc21,8,2,-6,-178,-15,-8,-1.6,6,-16
Cc1nn(C(=O)C(C)N2C(=O)c3ccccc3C2=O)c(C)c1Br (configuration not stated),-17,-1,-3,23,2,-2,-0.01,0,-12
CN1C(=O)c2ccccc2C(C(=O)O)C1c1cn(C)c2ccccc12 (configuration not stated),-29,2,-8,-14,8,-28,0.63,8,8
Cc1ccc2cc(CN(Cc3ccco3)S(=O)(=O)c3c(C)ccc4nsnc34)c(=O)[nH]c2c1,-12,-5,-2,-28,-14,-2,0.29,-1,-15
Cc1ccc(S(=O)(=O)N/N=C\c2ccc([N+](=O)[O-])o2)cc1,-7,3,12,-11,7,/,1,-7,22
CCOCCCNc1nc2c(c(=O)[nH]c(=O)n2C)n1CCCc1ccccc1,-16,0,-14,-65,24,-25,-0.51,8,17
Cc1ccccc1OC(=O)Cn1c(C(F)(F)F)nc2ccccc21,-16,-3,-5,39,11,/,0.87,7,2
O=C(/C=C/c1cc([N+](=O)[O-])ccc1OC(F)F)NCc1ccc(Cl)cc1,-14,-1,0,1,-13,/,0.85,0,-11
Cc1nn(CCOc2ccccc2)c(=O)n1-c1c(F)cccc1F,-8,3,15,-23,3,/,0.04,-12,-14
CCc1ccc(NSc2ccccc2[N+](=O)[O-])cc1,18,5,15,21,-26,/,-3*,-10,-59
Cc1csc(NC(=O)C2CCCN(S(=O)(=O)c3cccnc3)C2)n1 (configuration not stated),-29,2,-6,-10,1,1,/,3,0
COc1ccc(NC(=O)C2CCN(C(=O)NCc3ccccc3)CC2)cc1,-28,1,7,0,11,-10,-0.7,-8,12
Cc1ccc(S(=O)(=O)Cc2ccc(C(=O)N3CCCC3)o2)cc1,40,10,-7,1,-10,3,/,4,-9
Cn1nnnc1SCC(=O)N(C1CCCCC1)C1CCCCC1,-21,-5,0,-37,3,-5,0.45,-2,18
COc1cc(OC)c(C#N)c(S(=O)Cc2ccccc2)c1 (configuration not stated),-5,-1,0,11,9,-17,-0.54,-1,8
CCOc1ccc2nc(NC(=O)CCC(=O)c3cccs3)sc2c1,-10,1,-6,-8,29,60*[fluorescence artefact?],0.87,7,-20
O=C(COc1cccc2ccccc12)N1CCN(c2ccccn2)CC1,-8,2,12,-22,-12,-16,-0.54,-15,-1

# Entries from the list above containing a COOH group:
SMILES,HUVEC tox TNFa,FAK inh,LYP inh 2,IL1B cytotox,VCAM1 TNFa inh,ERa coact inh,Pyk2 oligo antag,PTPN22 act,cytoskel mod
CCN(CC)CCCNC(=O)Cc1c(C(=O)O)n(C)c2ccccc12,-8,-1,3,-22,1,-40,-0.59,-4,6
Cc1ccc(S(=O)(=O)N2CCCC2C(=O)O)s1 (configuration not stated),-21,1,-14,-8,-20,/,-0.23,9,-6
COc1cc(/C=C(/C#N)c2nc3ccccc3[nH]2)ccc1OCc1ccc(C(=O)O)o1,-1,5,0,13,4,/,-1.2,2,-9
CN1C(=O)c2ccccc2C(C(=O)O)C1c1cn(C)c2ccccc12 (configuration not stated),-29,2,-8,-14,8,-28,0.63,8,8

# 2 records picked at random from the list so far, as already listed:
SMILES,HUVEC tox TNFa,FAK inh,LYP inh 2,IL1B cytotox,VCAM1 TNFa inh,ERa coact inh,Pyk2 oligo antag,PTPN22 act,cytoskel mod
O=C(/C=C/c1cc([N+](=O)[O-])ccc1OC(F)F)NCc1ccc(Cl)cc1,-14,-1,0,1,-13,/,0.85,0,-11
COc1ccc(NC(=O)C2CCN(C(=O)NCc3ccccc3)CC2)cc1,-28,1,7,0,11,-10,-0.7,-8,12

# Screening data from PubChem BioAssay.
